Screening results: PubChem BioAssay, National Center for Advancing Translational Sciences (NCATS)
Rab9 promoter act = qHTS Assay for Rab9 Promoter Activators; Huh7 Rab9 promoter-luciferase reporter, luminescence, 24 h; 2.8% of 320,000 active; Potency, µM (highest dose often 9.22 µM), for the others: at the top dose activation, negative = inhibition, most hits filed as activators; further: potency means the concentration at half of the fitted maximal effect; % of control where 0% means no effect; nearly all actives have a fitted effect of over 60% in size
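Cell-based reporter: Huh7 stable for Rab9 promoter-driven luciferase, plated in reduced-serum medium with 10% FBS at 1500 cells/well, compound-treated 24 h at 37 °C, luminescence read after 10 min reagent.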
Tb PFK block = qHTS Assay to Find Inhibitors of T. brucei phosphofructokinase. Potency, µM (highest dose often 57.5 µM), for the others: top-dose activity, negative = inhibition, hits mostly inhibitors. ATP-dependent 6-phosphofructokinase (Trypanosoma brucei brucei), O15648. T. brucei PFK, ADP-Glo luminescence. 0.17% of 330,000 active. AID 485367, 2010;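 further: potency means the concentration at half of the fitted maximal effect; 0% = uninhibited 1x PFK enzyme wells and -100% = no-enzyme wells; nearly all actives have a fitted effect of over 60% in size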
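ADP-Glo luminescence quantified ADP after 45 min at room temperature, with 1.25 nM T. brucei PFK, 0.1 mM ATP and 0.5 mM fructose-6-phosphate in pH 8.0 TEA buffer. qHTS titrations up to 57 µM; curves classified by quality.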
Gal4-VP16 FLuc = VP16 counterscreen qHTS for inhibitors of ROR gamma transcriptional activity | Potency, µM (doses to about 53.6 µM), inactives show top-dose activity, negative = inhibition, usual class: inhibitors | 3.5% of 310,000 active | AID 2546, 2010 | Drosophila S2 Gal4-VP16 UAS-luciferase, luminescence, 20 h;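 further: Gal4-VP16 expression switched on by copper sulfate through the metallothionein promoter; potency means the concentration at half of the fitted maximal effect; on the % scale 0 is the no-effect control and ±100 the full control effect; nearly all actives have a fitted effect of over 50% in size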
KCNH2 3.1 inh = qHTS for Inhibitors of KCHN2 3.1: Mutant qHTS; AID 720553, 2013; activity change, % (tested at about 1.8 µM); 0.95% of 340,000 active; U2OS KCNH2 3.1, thallium flux FluxOr; hits give low values; Potassium voltage-gated channel subfamily H member 2, brain isoform KCNH2 3.1 (human);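 active means maximum activity change below -70%; inconclusive means maximum activity change from -70% to -50%; inactive means maximum activity change above -50%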;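 further: thallium influx rate constant from kinetic fluorescence after stimulation buffer; on the % scale 0 is the no-effect control and ±100 the full control effect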
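We transduce U2OS cells with the mutant 3.1 virus, culture them overnight, load FluxOr with Red40 quencher for 45 min, then add stimulation buffer and read kinetically for 2 min to derive a normalized rate constant.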
NPC1 promoter act = qHTS Assay for NPC1 Promoter Activators; Potency, µM (series often up to 9.22 µM), inactives show at the highest dose activation, hits mostly activators; Huh7 NPC1 promoter luciferase reporter, 24 h; 2.4% of 320,000 active;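 further: potency means the concentration at half of the fitted maximal effect; % of control where 0% means no effect; nearly all actives have a fitted effect of over 60% in size; reporter is driven by a mutant NPC1 promoter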
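Stably transfected Huh7 (NPC1 promoter→luciferase), 1500 cells/well in Opti-MEM + 10% FBS, 2 h settle, then compound 24 h at 37 °C. Luminescence after 10 min with Amplite reagent.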
ELG1 genotox = qHTS screen for small molecules that induce genotoxicity in human embryonic kidney (HEK293T) cells expressing luciferase-tagged ELG1; Potency, µM (series often up to 46 µM), without a hit: top-dose activity change, positive = activation, hits mostly activators; HEK293T ELG1-luciferase reporter, luminescence, 16 h; 1.3% of 330,000 active; further: potency means the concentration at half of the fitted maximal effect; % of control where 0% means no effect; nearly all actives have a fitted effect of over 60% in size
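Reporter readout depends on ELG1 protein level, which increases with genetic stress. After 16 hr compound exposure at 37 °C, luciferase activity was quantified using ONE-Glo.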
uPA surface inh = qHTS for Inhibitors of Cell Surface uPA Generation | 0.31% of 330,000 active | Potency, µM (titrated, usually from 38.3 µM), for the others: at the highest dose activity change, negative = inhibition, most hits filed as inhibitors | cell surface uPA generation assay, qHTS; active means well fitted inhibition curve with a large enough effect; inconclusive means small, poorly fitted or top-dose-only effect; inactive means no such curve, though single readings can be large or run the other way; tested in mouse RAW 264.7 cells; further: potency means the concentration at half of the fitted maximal effect; on the % scale 0 is the no-effect control and ±100 the full control effect; nearly all actives have a fitted effect of over 55% in size
Giardia killer = Small Molecules that selectively kill Giardia lamblia: qHTS | activity change, % at 7.66 µM, hits read low | Giardia lamblia trophozoite viability | 0.15% of 340,000 active; in the data active means activity change below about -80%; inconclusive means between about -30% and that limit;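 further: parasites exposed to compound for two days anaerobically before the ATP read; on the % scale 0 is the no-effect control and ±100 the full control effect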
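Trophozoites 100 cells/well + cpd; 48 hrs, 37 deg C, anaerobic. ATPLite 1-Step added, 15-30 min RT, luminescence read (ATP-based viability).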
Coupling enz = qHTS Assay for Inhibitors of Fructose-1,6-bisphosphate Aldolase from Giardia Lamblia: Coupling assay counterscreen | coupling enzyme system counterscreen, AmpLite Red fluorescence | activity change, negative = inhibition, % at 58.2 µM, hits read low | 0.67% of 290,000 active | AID 2472, 2010; in the data active means activity change below about -30%; further: on the % scale 0 is the no-effect control and ±100 the full control effect
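Fluorescence at 525 nm excitation and 598 nm emission measured inhibition of the coupled detection system without aldolase. Compounds (at 57.5 uM final) were preincubated 10 min at room temperature with coupling enzyme reagent before a 20 min substrate/AmpLite Red step.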
RORgamma inh = qHTS for inhibitors of ROR gamma transcriptional activity | AID 2551, 2010 | Drosophila S2 Gal4-RORgamma UAS-luciferase reporter, 20 h | Nuclear receptor ROR-gamma (Mus musculus), P51450 | Potency, µM (titrated, usually from 53.6 µM), without a hit: at the highest dose activity change, negative = inhibition, hits mostly inhibitors | 5.4% of 310,000 active; further: potency means the concentration at half of the fitted maximal effect; on the % scale 0 is the no-effect control and ±100 the full control effect; nearly all actives have a fitted effect of over 60% in size
Target sequence (P51450 whole entry, looked up, the tested form may be a part): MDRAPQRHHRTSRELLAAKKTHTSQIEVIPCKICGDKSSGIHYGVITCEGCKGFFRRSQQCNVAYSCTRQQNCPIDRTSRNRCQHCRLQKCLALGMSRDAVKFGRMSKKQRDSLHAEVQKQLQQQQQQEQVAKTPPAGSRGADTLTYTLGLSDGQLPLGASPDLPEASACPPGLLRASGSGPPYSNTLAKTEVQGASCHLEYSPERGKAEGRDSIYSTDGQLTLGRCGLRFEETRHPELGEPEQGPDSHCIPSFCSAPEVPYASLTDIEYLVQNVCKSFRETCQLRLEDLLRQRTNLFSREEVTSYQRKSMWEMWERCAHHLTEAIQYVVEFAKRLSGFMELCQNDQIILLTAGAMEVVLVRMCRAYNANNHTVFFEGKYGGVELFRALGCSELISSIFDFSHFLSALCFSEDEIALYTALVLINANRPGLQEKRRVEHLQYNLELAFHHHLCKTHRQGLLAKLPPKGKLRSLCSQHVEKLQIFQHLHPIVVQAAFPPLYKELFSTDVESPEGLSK
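In this cell-based reporter format, copper sulfate (700 uM final) drives Gal4–ROR gamma fusion expression from a metallothionein promoter in Drosophila Schneider cells; compounds preincubated 1 hr, reporter read after 20 hr at ambient temperature.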
FLuc modulator = qHTS profiling assay for firefly luciferase inhibitor/activator using purifed enzyme and Km concentrations of substrates (counterscreen for miR-21 project) | Luciferin 4-monooxygenase (Photinus pyralis), P08659 | AID 588342, 2011 | Potency, µM (series often up to 57.5 µM), without a hit: at the highest dose activity change, negative = inhibition, most hits filed as inhibitors | 6.9% of 360,000 active | purified FLuc, Km substrates, luminescence inhibition;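 further: potency means the concentration at half of the fitted maximal effect; plate controls were vehicle for no effect and reference inhibitor for full effect; nearly all actives have a fitted effect of over 55% in size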
Target sequence (P08659 whole entry, looked up): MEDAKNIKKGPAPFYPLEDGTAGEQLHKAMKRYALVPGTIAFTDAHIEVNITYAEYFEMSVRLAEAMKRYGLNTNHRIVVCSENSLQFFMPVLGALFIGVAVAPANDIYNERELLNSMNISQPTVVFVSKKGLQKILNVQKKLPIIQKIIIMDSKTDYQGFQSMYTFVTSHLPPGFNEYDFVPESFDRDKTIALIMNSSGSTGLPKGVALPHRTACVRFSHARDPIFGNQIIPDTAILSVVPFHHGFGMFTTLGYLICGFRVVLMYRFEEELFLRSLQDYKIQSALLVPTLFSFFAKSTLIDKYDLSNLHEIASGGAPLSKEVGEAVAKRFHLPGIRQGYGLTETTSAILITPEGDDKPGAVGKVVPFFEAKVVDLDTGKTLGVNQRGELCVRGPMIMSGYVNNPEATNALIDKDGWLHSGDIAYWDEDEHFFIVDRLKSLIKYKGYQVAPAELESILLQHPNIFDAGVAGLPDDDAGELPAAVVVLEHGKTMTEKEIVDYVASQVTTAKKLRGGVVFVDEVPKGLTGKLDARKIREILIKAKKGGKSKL
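Purified P. pyralis luciferase (10nM final) with 10uM D-luciferin and 10uM ATP (Km levels) in 50mM Tris acetate pH 7.5, 10mM Mg acetate, 0.01% Tween-20, 0.05% BSA; qHTS 6-point titration, ~60 µM downward; luminescence read.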
Starred values were filed as active, the others as inactive; ? = inconclusive; nt = no result given; [ ] = dose if it differs, or a comment. Unless noted, the call rests on the fitted dose curve; in most records, active means well fitted curve in the direction sought with a large enough effect; inconclusive means small, poorly fitted or top-dose-only effect, or another doubt; inactive means no such curve, though single readings can be large; an effect the other way counts as inactive or inconclusive.

Fields: Gal4-VP16 FLuc	Giardia killer	Coupling enz	FLuc modulator	uPA surface inh	Rab9 promoter act	NPC1 promoter act	ELG1 genotox	KCNH2 3.1 inh	Tb PFK block	RORgamma inh
- CC(=O)c1cc(F)ccc1OCC(=O)Nc1ccc2c(c1)OCO2
→ nt	-25.9	nt	nt	-5.1%	nt	nt	?	22.3	-0.6%	nt
- CCC(CO)Nc1ccc(-c2nn(C)c(=O)c3ccccc23)cc1[N+](=O)[O-] (stereo unspecified)
→ 17.3%	-21.9	0.4	-8.6%	?	0.9%	-32.2%[inhibitor]	16.8%	19.6	0.5%	-33.8%
- Cc1ccc(C(=O)COC(=O)CNC(=O)CNC(=O)c2ccc(C)cc2)cc1
→ 2.1%	-21.2	3.3	?	1.2%	-0.7%	-1.3%	-0.3%	-84.8*	-1.7%	16.6%
- COc1ccc(CCNC(=O)c2ccc3c(=O)n(Cc4ccco4)c(=S)[nH]c3c2)cc1OC
→ -7.4%	-20.0	3.7	7.0%	2.3%	-0.6%	-1.3%	-0.3%	-13.1	0.2%	-14.7%
- Cc1c(C(=O)N2CCc3ccccc3C2)oc2ccc(Br)cc12
→ nt	-15.3	nt	?	-14.2%	?	24.1%	?	20.9	0.0%	nt
- O=C1CC(c2ccccc2)CC2=C1C=Nc1ccccc1N2 (stereo unspecified)
→ 2.1%	-1.6	2.0	-3.5%	-16.7%	-9.1%	-21.1%	-9.7%	-9.5	-4.3%	32.7%
- Cc1nnc(NC(=O)C(C)Sc2nnc(CCNC(=O)c3ccccc3F)n2C)s1 (stereo unspecified)
→ 0.4%	11.4	0.6	0.3%	-7.6%	-4.1%	-0.9%	0.2%	17.6	-0.6%	-21.4%
- O=S(=O)(NCc1ccncc1)c1ccc(S(=O)(=O)NCC2CCCO2)cc1 (stereo unspecified)
→ ?	-5.1	0.6	-1.0%	-5.7%	-14.4%	-13.7%	-7.3%	-12.1	1.8%	44.7%
- CCc1ccc2[nH]c3nc(SCC(=O)NCC4CCCO4)nnc3c2c1 (stereo unspecified)
→ 1.7%	25.3	1.1	?	0.9%	-5.0%	-3.2%	-2.9%	6.6	-2.6%	0.8%
- CCOc1ccc(NC(=O)CCNS(=O)(=O)c2ccc3c(c2)CC(C)N3C(C)=O)cc1 (stereo unspecified)
→ -1.6%	-3.4	0.4	-0.1%	1.3%	0.4%	-5.3%	1.6%[9.26 µM]	-1.2	-0.4%	-17.9%
- COc1ccc2ccccc2c1/C=N/Nc1ccc(Cl)c(C(=O)O)c1
→ 7.2%	0.9	-22.1	?	0.5%	?	?	11.5%	18.2	-0.5%	-29.0%
- CNC(=O)NC(=S)NC(=O)c1ccc(OC)cc1
→ -26.8%	17.0	1.9	-16.7%	-3.2%	21.2%	16.5%	9.8%	0.7	5.5%	11.2µM*
- Nc1cc(=O)[nH]c(N2CCN(c3ccccc3)CC2)n1
→ 3.3%	-20.2	-1.9	1.0%	0.3%	-2.0%	-0.5%	1.3%	-12.6	-2.5%	13.9%
- Cc1sc2c(c1C)C(=O)NC(c1ccccc1F)N2 (stereo unspecified)
→ 8.1%	-14.8	-2.3	16.9µM*	-1.3%	?	27.4%	?	-15.7	-7.6%	40.2%
- CCN(C(=O)CSc1nnc(-c2ccccc2)n1C)C1CCS(=O)(=O)C1 (stereo unspecified)
→ -11.2%	8.5	5.5	-2.4%	-1.5%	3.4%	4.5%	-2.1%	12.8	-1.3%	-1.4%
- CC1CCCCC12NC(=O)N(CC(=O)N1CCN(c3ncccn3)CC1)C2=O (stereo unspecified)
→ nt	29.0	nt	-0.6%	7.7%	-2.2%	-2.2%	4.2%	12.6	-2.5%	nt
- COc1cc(OC)cc(C(=O)NCC2CCCN(C(=O)c3oc(C)cc3C)C2)c1 (stereo unspecified)
→ -3.0%	-6.0	-2.3	0.3%	1.2%	7.1%	?	-6.2%	-1.5	-4.0%	-1.5%
- Cc1ccc2[nH]c(=O)c(CN(Cc3ccco3)C(=O)c3ccncc3)cc2c1
→ 3.9%	-16.8	-0.5	3.4%	-18.0%	-8.0%	-21.3%	-1.9%	-6.6	-0.4%	13.9%
- N#C/C(=C/c1cccs1)c1ccccn1
→ ?	-9.5	0.6	12µM*	-24.0%	4.47µM*	2.82µM*	?	-1.3	-6.3%	-9.2%
- CCN1C(Nc2ccccc2)=NC[C@@H]1CC(C)C
→ -3.8%	4.8	-2.5	0.5%	-23.9%	-0.3%	0.2%	1.4%	-8.0	-0.6%	-5.8%
- O=C(COC(=O)c1ccc(O)cc1)Nc1cc(C(F)(F)F)ccc1Cl
→ -14.2%	18.5	0.1	1.3%	-24.0%	-1.6%	-3.8%	-4.3%	-17.8	3.1%	15.9%
- CCOc1ccc(CCNS(=O)(=O)c2ccc3c(c2)NC(=O)CC(=O)N3)cc1OCC
→ -7.2%	-23.2	0.5	-4.8%	6.5%	-1.4%	0.2%	0.0%	28.3	1.5%	10.3%
- Cc1cc(C)nc(SCC(=O)Nc2ccccc2[N+](=O)[O-])n1
→ 2.6%	4.3	1.1	0.1%	nt	0.9%	0.1%	2.4%	0.5	5.0%	-11.1%
- CCc1cccc(OCC(=O)Nc2cc(S(=O)(=O)N3CCOCC3)ccc2N2CCCC2)c1
→ 24.0%	-26.0	nt	1.0%	6.0%	-8.0%	-0.4%	-9.4%	-1.2	1.8%	36.1%
- CCCN(CC(=O)Nc1ccccc1OC)C(=O)c1ccc(S(=O)(=O)Nc2ccccc2)cc1
→ nt	-0.8	nt	1.9%	1.4%	-7.0%	4.1%	-16.8%	5.1	-6.5%	nt
- COc1ccc(NC(=S)NNC(=O)c2ccccc2OC(F)F)cc1
→ -7.5%	-9.2	2.3	-0.8%	-29.6%	11.5%	-0.5%	-1.7%	0.7	-2.1%	12.6µM*
- N=C1C(c2nc3ccccc3s2)=C(O)CN1Cc1ccco1
→ 26.1%	3.1	1.2	?	-16.8%	?	?	9.2µM*	6.9	-6.1%	?
- CCOC(=O)N1CCN(C(=O)c2ccc(-n3c(=S)[nH]c4ccccc4c3=O)cc2)CC1
→ -3.9%	-11.8	-0.1	4.9%	1.2%	3.1%	-3.0%	-3.3%	1.5	2.5%	27.0%
- CCN(CC)c1ccc(C2C3CCCCC3(O)CCN2CC(=O)Nc2ccccc2)cc1 (stereo unspecified)
→ ?	13.9	-11.3	2.6%	0.1%	5.8%	-2.1%	-17.6%	-12.8	-0.5%	0.0%
- CCC(NC(=O)c1cc(COc2ccc(F)c(F)c2)on1)c1ccncc1 (stereo unspecified)
→ -21.0%	-1.9	1.0	?	-23.3%	15.9%	21.0%	8.7%	2.2	-12.3%	24.8%
- CCOc1ccc(NC(=O)CSc2nc3cccnc3n2CC)cc1
→ 1.0%	1.9	1.2	3.5%	2.4%	-4.8%	3.9%	-1.3%	-3.2	-0.7%	-12.1%
- COc1cc(/C=N/N2CCCCC2)cc(OC)c1O
→ -0.9%	-4.6	-14.5	-16.8%	2.3%	5.0%	0.3%	2.5%	9.0	-16.8%	-2.5%
- Cn1nccc1C(=O)N/N=C/c1ccccc1[N+](=O)[O-]
→ -5.4%	-20.6	1.1	13.5µM*	?	2.82µM*	2.51µM*	?	9.8	2.1%	-1.0%
- O=C1CC(N2CCN(Cc3ccc4c(c3)OCO4)CC2)C(=O)N1c1ccccc1 (stereo unspecified)
→ nt	-6.5	0.3	-0.6%	nt	-2.5%	0.2%	14.6%	1.0	-0.4%	9.3%[0.365 µM]
